Screens: PubChem, National Center for Advancing Translational Sciences (NCATS)
D3 antag – qHTS of D3 Dopamine Receptor Antagonist: qHTS. D(3) dopamine receptor (Homo sapiens), P35462. D3R cells, DiscoveRx beta-arrestin luminescence, antagonist mode; stronger effect = lower value. actives 2.5% (n = 360,000). max response, negative = inhibition, %; in the data active = max response below about -50%; inconclusive = no clear call, values can overlap the other calls; note: % is set by controls: 0 for no effect and ±100 for the full control effect; mostly tested at two doses, the higher about 12 µM
Target sequence (P35462 whole entry, looked up): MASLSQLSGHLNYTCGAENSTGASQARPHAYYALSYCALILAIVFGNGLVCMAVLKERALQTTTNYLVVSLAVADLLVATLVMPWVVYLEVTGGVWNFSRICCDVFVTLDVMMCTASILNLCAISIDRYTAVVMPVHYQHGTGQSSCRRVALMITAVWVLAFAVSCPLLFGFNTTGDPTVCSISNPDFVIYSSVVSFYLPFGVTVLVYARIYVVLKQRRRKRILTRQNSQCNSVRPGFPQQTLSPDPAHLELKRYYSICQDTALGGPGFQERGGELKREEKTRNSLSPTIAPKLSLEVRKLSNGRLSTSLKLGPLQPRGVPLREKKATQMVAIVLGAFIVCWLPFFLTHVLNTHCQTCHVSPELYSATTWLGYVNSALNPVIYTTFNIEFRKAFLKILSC
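Cells expressing the human receptor were seeded at 1500 cells/well, incubated overnight at 37 degrees C in 5% CO2, then exposed to library compounds with dopamine controls for 90 minutes at 37 degrees C before luminescent detection.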
HT1080 IDH1KD tx – qHTS for induction of synthetic lethality in tumor cells producing 2HG: qHTS for the HT-1080-IDH1KD cell line | actives 2% (n = 360,000) | AID 686971, 2013 | Potency, µM (highest dose often 46.1 µM), for the others: at the highest dose activity, negative = toxicity, actives largely listed as cytotoxic | HT-1080 IDH1 knockdown viability, ATP luminescence, 48 h;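 note: potency is the fitted concentration of half-maximal effect; 0% = DMSO wells and -100% = cell-free medium wells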
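CellTiter-Glo luminescence after 48 h compound exposure at 37 degrees C of IDH1-knockdown HT-1080 cells in 5% FBS RPMI. %Activity scaled between DMSO wells and cell-free media wells, with curves fitted and assigned curve classes.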
KB-3-1 tox – qHTS assay for MDR1-selective chemotherapeutics: Primary screen using the parental adenocarcinoma cell KB-3-1; KB-3-1 viability, CellTiter-Glo ATP luminescence, 72 h; AID 1347075, 2019; actives 1.4% (n = 400,000); Potency, µM (highest dose often 46.1 µM), for inactives: at the highest dose activity change, negative = cytotoxic, most hits filed as cytotoxic; note: potency is the fitted concentration of half-maximal effect; % is set by controls: 0 for no effect and ±100 for the full control effect; nearly all actives have a fitted effect of over 60% in size
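Using CellTiter-Glo luminescence, growth of non-resistant KB-3-1 adenocarcinoma cells is assessed 72 h after pin-tool compound addition at 37 °C. Normalized responses across the concentration series yield fitted curves.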
SW480 rereplic – A quantitative high throughput screen for small molecules that induce DNA re-replication in SW480 colon adenocarcinoma cells. actives 1.8% (n = 340,000). Potency, µM (doses to about 46.1 µM), inactives show top-dose re-replication activation, usual class: activators. SW480 DNA re-replication, Hoechst DNA content imaging, 48 h; note: potency is the fitted concentration of half-maximal effect; % of control where 0% means no effect; nearly all actives have a fitted effect of over 55% in size
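Quantitative HTS format with DMSO vehicle controls; 48 hr drug incubation at 37 C, then 40 min Hoechst staining and scanning imager measurement at 405 nm excitation.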
GLP-1R agonist – qHTS of GLP-1 Receptor Agonists. Glucagon-like peptide 1 receptor (Homo sapiens), P43220. HEK293 GLP-1R CRE-luciferase, luminescence, 4-6 h; cells express a hypersensitive GLP-1R form. Potency, µM (titrated, usually from 45.6 µM), for inactives: top-dose activation, actives largely listed as activators. actives 0.007% (n = 380,000); note: potency is the fitted concentration of half-maximal effect; % of control where 0% means no effect
Target sequence (P43220 whole entry, looked up): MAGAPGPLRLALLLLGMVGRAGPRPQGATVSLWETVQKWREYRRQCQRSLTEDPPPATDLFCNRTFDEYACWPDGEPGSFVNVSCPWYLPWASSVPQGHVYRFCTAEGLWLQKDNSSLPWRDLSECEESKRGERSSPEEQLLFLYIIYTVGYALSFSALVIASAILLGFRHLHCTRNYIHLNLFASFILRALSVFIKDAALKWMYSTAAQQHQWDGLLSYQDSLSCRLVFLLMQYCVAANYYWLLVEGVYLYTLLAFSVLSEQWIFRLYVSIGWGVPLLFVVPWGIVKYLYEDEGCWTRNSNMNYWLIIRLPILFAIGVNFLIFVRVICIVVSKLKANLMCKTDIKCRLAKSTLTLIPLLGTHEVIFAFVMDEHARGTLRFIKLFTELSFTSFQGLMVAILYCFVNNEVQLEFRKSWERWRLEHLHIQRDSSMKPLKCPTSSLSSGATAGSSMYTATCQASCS
IL-1B inflam inh – qHTS for Inhibitors of Inflammasome Signaling: IL-1-beta AlphaLISA Primary Screen. activity change, % at 57.5 µM. actives 4.7% (n = 360,000). THP-1 LPS/ATP IL-1B secretion, AlphaLISA, 16 h; stronger effect = lower value. AID 743279, 2014; in the data active = activity change below about -50%; inconclusive = mostly about -30% to -49%; note: % is set by controls: 0 for no effect and ±100 for the full control effect
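THP-1 cells pretreated 1 hr with compounds (up to 57.5 uM final), then stimulated with LPS (250 ng/mL final) plus ATP (1.25 mM final); secreted IL-1B measured by AlphaLISA after 16 hr, decreased signal indicating inhibition.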
KB-V1 cytotox – qHTS assay for MDR1-selective chemotherapeutics: Primary screen using the drug-selected MDR subline cells KB-V1; actives 3.4% (n = 400,000); Potency, µM (series often up to 46.1 µM), without a hit: top-dose activity change, negative = cytotoxicity, most hits filed as cytotoxic; KB-V1 MDR cells viability, CellTiter-Glo, 72 h; note: potency is the fitted concentration of half-maximal effect; % is set by controls: 0 for no effect and ±100 for the full control effect; nearly all actives have a fitted effect of over 60% in size
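Luminescent ATP read-out (CellTiter-Glo, 10 min) measures survival of drug-selected KB-V1 MDR cells after 72 h, 37 degrees C compound exposure. Medium: phenol-red-free DMEM, 10% FBS. Values from fitted concentration-response curves.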
HT1080NT lethal – qHTS for induction of synthetic lethality in tumor cells producing 2HG: qHTS for the HT-1080-NT fibrosarcoma cell line; Potency, µM (titrated, usually from 46.1 µM), for inactives: at the top dose activity, negative = less viability, hits mostly cytotoxic; AID 686970, 2013; HT-1080-NT fibrosarcoma viability, CellTiter-Glo ATP luminescence, 48 h; actives 1.6% (n = 360,000);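 note: NT is the 2HG producing partner of a matched IDH1 knockdown line; potency is the fitted concentration of half-maximal effect; 0% = DMSO-treated cells and -100% = media-only wells without cells; nearly all actives have a fitted effect of over 55% in size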
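Compounds were tested in concentration-response format on HT-1080-NT cells for 48 hours at 37 degrees C. Cell viability came from CellTiter-Glo luminescence; curves were classified by r2, response magnitude and activity.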
DRD3 agonist – qHTS of D3 Dopamine Receptor Agonist: qHTS | max activation, % | D(3) dopamine receptor (Homo sapiens), P35462 | D3R DiscoveRx beta-arrestin cells, luminescence, 90 min | actives 0.58% (n = 410,000); in the data active = max activation above about 30%; note: 0% is about no effect; mostly tested at two doses, the higher about 12 µM
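Agonist mode: compounds and dopamine controls were applied to plated cells for 90 min at 37 degrees C after an overnight attachment at 1500 cells/well. Luminescent read-out followed 30 - 60 minutes at room temperature with DiscoveRx detection reagent.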
Starred values were filed as active, the others as inactive; ? = inconclusive; / = no result given; [ ] = another dose, or the depositor's remark. Unless noted, calls come from the whole dose curve; as a rule, active = well fitted curve in the direction sought with a large enough effect; inconclusive = small, poorly fitted or top-dose-only effect, or another doubt; inactive = no such curve, though single readings can be large; an effect the other way counts as inactive or inconclusive. This is a random part of the collection; about 12% have a hit in one of these screens.

#	Molecule	D3 antag	HT1080 IDH1KD tx	KB-3-1 tox	SW480 rereplic	GLP-1R agonist
1	CC(C)(/C=N/O)N(O)C=C1C=CC(=O)C=C1	21	7%	-4%	-5%	-2%
2	CC(C)C[C@@H](CN1CCC[C@H]1CN1C(=O)C(=O)NC[C@@H]1Cc1ccccc1)N1C[C@H](Cc2ccc(O)cc2)N(CC2CCCCC2)C(=O)C1=O	0	?	-1%	/	-5%
3	COc1cc2c(cc1OC)C1=C(C#N)CN(C3CCCCC3)CN1CC2	8	-2%	1%	1%	16%
4	CC(=O)Nc1cccc(C(=O)Nc2cccc3ncccc23)c1	14	1%	4%	3%	3%
5	Nc1ccccc1C(=O)NCC1(c2ccccc2)CCCC1	9	-11%	16%	4%	-4%
6	COCCN(C(=O)COC(=O)c1cccs1)c1c(N)n(Cc2ccccc2)c(=O)[nH]c1=O	6	9%	18%	-1%	-5%
7	COCCN1C=C2C(=O)C(C)(OC(=O)C3CCCC3)C(=O)C(c3ccccc3)=C2C=C1CCCC(=O)OC (stereo not drawn)	-12	-5%	-8%	12%[9.22 µM]	8%
8	COc1cc(CC(=O)OCC(=O)N2C(C)CCCC2C)cc(OC)c1OC (stereo not drawn)	-21	-4%	-57%	0%	-2%

#	IL-1B inflam inh	KB-V1 cytotox	HT1080NT lethal	DRD3 agonist
1	0	11%	-8%	-3
2	-19	7%	?	-9
3	28	21µM*	-23%	3
4	4	0%	-9%	0
5	-7	5%	-2%	0
6	0	0%	1%	1
7	-2	-2%	0%	-11
8	6	4%	1%	-13

Next structures follow.
#	Molecule	D3 antag	HT1080 IDH1KD tx	KB-3-1 tox	SW480 rereplic	GLP-1R agonist
9	CCCOc1ccc(-c2nn(-c3ccccc3)cc2/C=C2\SC(N)=NC2=O)cc1	16	-8%	15%	?	3%
10	O=C(NCCC1=CCCCC1)C(=O)NCc1ccncc1	10	-1%	-6%	-2%	-11%
11	C/C(=N\Nc1ncc(Br)cn1)c1cccc([N+](=O)[O-])c1	-3	17%	-6%	5%	6%
12	CC(NC(=O)c1ccc(C(=O)c2ccccc2)cc1)c1ccc(S(N)(=O)=O)cc1 (stereo not drawn)	-3	-3%	14%	?	5%
13	CC(CC12CC3CC(CC(C3)C1)C2)NCc1ccccc1O (stereo not drawn)	2	-13%	-27%	?	10%
14	COc1ccccc1N1CCN(C(=O)c2n[nH]c3ccccc23)CC1	0	1%	4%	-5%	16%
15	S=C(NCCc1ccccc1)NN=C1CCCCCC1	17	9%	-10%	15%	0%
16	O=c1c2[nH]c3ccccc3c2ncn1CCN1CCOCC1	11	-8%	1%	-1%	-10%

#	IL-1B inflam inh	KB-V1 cytotox	HT1080NT lethal	DRD3 agonist
9	25	8%	-10%	1
10	21	-2%	8%	2
11	-73*	-20%	23%	2
12	-52*	10%	-6%	-14
13	-85*	-1%	-16%	-1
14	-5	-5%	7%	-7
15	9	3%	15%	7
16	0	10%	1%	-3

Going on with the list:
#	Molecule	D3 antag	HT1080 IDH1KD tx	KB-3-1 tox	SW480 rereplic	GLP-1R agonist
17	CN(CC(=O)Nc1ccc(F)cc1)CC(=O)N1CCCCCC1	-6	-1%	-22%	-26%	0%
18	Cc1cc(C)cc(N(CC(=O)NC2CCCC2)C(=O)CCC(=O)Nc2nccs2)c1	2	-1%	2%	-1%	7%
19	O=C1c2ccccc2C(=O)N1CC#CCN1CCN(C(c2ccccc2)c2ccccc2)CC1	-88*	-9%	-6%	14%[9.22 µM]	15%
20	N#Cc1ccccc1COC(=O)CCCC1=NS(=O)(=O)c2ccccc2N1	17	1%	-3%	?	0%
21	CCOC(=O)c1cccnc1SCc1cc(=O)n2ccccc2n1	16	-15%	-12%	0%	?
22	COc1ccc(C(=O)Nc2ccc(S(=O)(=O)Nc3nccnc3OC)cc2)cc1	?	1%	?	18%	-15%
23	COC(=O)C1=C(C)NC2=C(C(=O)CCC2)C1c1cn(Cc2ccc(Cl)cc2Cl)nc1-c1ccccc1 (stereo not drawn)	-23	?	?	?	0%
24	CCC(=O)Nc1ccc(NC(=O)CSc2nnnn2C(C)C)cc1	22	5%	1%	25%	5%

#	IL-1B inflam inh	KB-V1 cytotox	HT1080NT lethal	DRD3 agonist
17	0	?	5%	-18
18	-9	-28%	10%	2
19	-12	0%	-2%	-18
20	32	2%	-1%	5
21	26	?	-11%	13
22	-14	18µM*	-2%	-10
23	-27	?	-27%	-6
24	0	1%	7%	4

Next part:
#	Molecule	D3 antag	HT1080 IDH1KD tx	KB-3-1 tox	SW480 rereplic	GLP-1R agonist
25	CC1CC(C)CN(C(=O)COc2ccc([N+](=O)[O-])cc2Cl)C1 (stereo not drawn)	-7	-10%	-9%	?	0%
26	S=c1[nH]nc(COc2ccccc2)n1/N=C/c1ccc(Cl)cc1	4	-17%	-21%	9%	9%
27	Cc1ccc(C)c(NC(=O)CSc2n[nH]c(-c3ccncc3)n2)c1	30	13%	19%	-5%	-2%
28	O=C(CCN1C(=O)/C(=C/c2ccc(F)cc2)SC1=S)NC1C=CS(=O)(=O)C1 (stereo not drawn)	0	-3%	6%	27%	-6%
29	O=C(NCCO)OC1CC2CC1[C@H]1CCCCN1C2=O (stereo partly drawn)	23	8%	-9%	/	-4%
30	COc1ccc(CCNC(=O)CN2C(=O)COc3ccc(S(=O)(=O)N4CCCCCC4)cc32)cc1OC	/	/	-1%	/	21%
31	CCOc1ccc(NC2c3ccccc3C(=O)N2c2ccc(Cl)cn2)cc1 (stereo not drawn)	27	3%	9%	-7%	18%
32	CCOC(=O)N1CCN(C(=O)CN(c2ccc(OCc3ccccc3)cc2)S(C)(=O)=O)CC1	25	-23%	-19%	-4%	-5%

#	IL-1B inflam inh	KB-V1 cytotox	HT1080NT lethal	DRD3 agonist
25	-1	-2%	0%	-4
26	54	11%	-14%	-19
27	0	0%	12%	1
28	?	?	3%	-2
29	10	9%	14%	6
30	/	?	/	-15
31	1	16%	2%	-1
32	-14	5.2µM*	4%	1

Profiles from above.
Cc1cc(C)cc(N(CC(=O)NC2CCCC2)C(=O)CCC(=O)Nc2nccs2)c1 is listed with D3 antag = 2; HT1080 IDH1KD tx = -1%; KB-3-1 tox = 2%; SW480 rereplic = -1%; GLP-1R agonist = 7%; IL-1B inflam inh = -9; KB-V1 cytotox = -28%; HT1080NT lethal = 10%; DRD3 agonist = 2
CC(=O)Nc1cccc(C(=O)Nc2cccc3ncccc23)c1 is listed with D3 antag = 14; HT1080 IDH1KD tx = 1%; KB-3-1 tox = 4%; SW480 rereplic = 3%; GLP-1R agonist = 3%; IL-1B inflam inh = 4; KB-V1 cytotox = 0%; HT1080NT lethal = -9%; DRD3 agonist = 0

(list continues)
#	Molecule	D3 antag	HT1080 IDH1KD tx	KB-3-1 tox	SW480 rereplic	GLP-1R agonist
33	COc1ccc(S(=O)(=O)N(C)c2ccc(C(=O)N3CCCC3)cc2)cc1OC	3	-4%	3%	-11%	14%
34	Cc1ccc(C)c(S(=O)(=O)N2CCC3(CC2)OCCN3S(=O)(=O)c2cccs2)c1	6	20%	-11%	-7%	12%
35	CN1CC(=O)Nc2ccc(Br)cc2C1=O	0	4%	-8%	-4%	3%
36	CC(=O)NC(CC(=O)Nc1nc(C)cs1)c1ccccc1 (stereo not drawn)	-2	10%	13%	4%	13%
37	CC(=O)Nc1ccc(OCC(O)CN2CCCCC2C)cc1 (stereo not drawn)	7	14%	-8%	/	-3%
38	COc1ccc(NC(=O)Cn2c(=O)n(CCCC(=O)NCCc3ccc(C)cc3)c(=O)c3ccccc32)cc1Cl	/	/	-6%	/	1%
39	COc1ccc(-c2csc(NC(=O)CSCc3c(C)noc3C)n2)cc1OC	9	-11%	/	-1%	1%
40	O=C(CN1CCN(S(=O)(=O)c2ccccc2)CC1)NCc1ccccc1	19	17%	16%	25%	4%
41	O=C1CCCCCCCCCC/C(=N\O)CCCO1	4	-4%	2%	-6%	-4%
42	O=[N+]([O-])c1cc(F)c(N2CCOCC2)cc1N1CCCCC1	7	-6%	6%	-5%	7%
43	CCN(CC)S(=O)(=O)c1ccc2c(c1)N(CC(=O)NCCc1ccc(S(N)(=O)=O)cc1)C(=O)CO2	-28	13%	4%	11%	3%

#	IL-1B inflam inh	KB-V1 cytotox	HT1080NT lethal	DRD3 agonist
33	-9	-25%	-2%	-8
34	-8	-2%	13%	4
35	-5	-2%	7%	1
36	8	-8%	11%	-2
37	16	-14%	16%	-3
38	/	12%	/	6
39	?	/	-2%	14
40	19	10%	11%	0
41	5	25%	8%	4
42	-17	?	3%	-3
43	3	-2%	7%	-9

A stretch of the results above, for reference:
#	Molecule	D3 antag	HT1080 IDH1KD tx	KB-3-1 tox	SW480 rereplic	GLP-1R agonist
33	COc1ccc(S(=O)(=O)N(C)c2ccc(C(=O)N3CCCC3)cc2)cc1OC	3	-4%	3%	-11%	14%
34	Cc1ccc(C)c(S(=O)(=O)N2CCC3(CC2)OCCN3S(=O)(=O)c2cccs2)c1	6	20%	-11%	-7%	12%

#	IL-1B inflam inh	KB-V1 cytotox	HT1080NT lethal	DRD3 agonist
33	-9	-25%	-2%	-8
34	-8	-2%	13%	4
